Growth percent in the NCI-60 one-dose screen (48 h, 10 µM unless noted): 100 = growth as untreated, 0 = no growth, -100 = all killed.
OVCAR-5: OVCAR-5 ovarian cancer; 2.9% of 82,000 active
OVCAR-4: OVCAR-4 ovarian cancer cells | 3.7% of 80,000 active
OVCAR-8: OVCAR-8 ovarian cancer. AID 1794782. 4.4% of 81,000 active
IGROV1: IGROV1 ovarian cancer. 4.7% of 79,000 active. AID 1794786
RXF 393: RXF 393 renal cancer cells | 6.9% of 77,000 active
ACHN: ACHN renal cancer. 4.9% of 81,000 active
OVCAR-3: OVCAR-3 ovarian cancer; 7% of 79,000 active; AID 1794787
A498: A498 renal cancer cells; 5.4% of 76,000 active
SK-OV-3: SK-OV-3 ovarian cancer cells | 3.2% of 80,000 active | AID 1794785
* = called active by the depositor; . = no result given; & = joins results of further samples; [ ] = another dose, or the depositor's remark. How the source made its calls: active means growth percent below 10; inactive means the rest. Hits appear at their usual frequency, and some 11% of all compounds hit somewhere here.

SMILES	OVCAR-5	OVCAR-4	OVCAR-8	IGROV1	RXF 393	ACHN	OVCAR-3	A498	SK-OV-3
Cc1ccc(CCNc2ncnc(Cl)c2N)cc1	96&95	59&54	52&83	90&121	96&100	79&77	72&96	64&62	102&90
CCCCCCCCCCCCCCCCCC(=O)OCC(=O)[C@@]1(O)CC[C@H]2[C@@H]3CCC4=CC(=O)CC[C@]4(C)[C@H]3[C@@H](O)C[C@@]21C	75	89	101	89	.	103	108	126	80
CO[C@H]1/C=C/O[C@@]2(C)Oc3c(C)c(O)c4c(O)c(c(/C=[N+]([O-])/[N+]([O-])=C/c5c6c(O)c7c(O)c(C)c8c(c7c5O)C(=O)[C@@](C)(O/C=C/[C@H](OC)[C@@H](C)[C@@H](OC(C)=O)[C@H](C)[C@H](O)[C@H](C)[C@@H](O)[C@@H](C)/C=C/C=C(/C)C(=O)N6)O8)c(O)c4c3C2=O)NC(=O)/C(C)=C\C=C\[C@H](C)[C@H](O)[C@@H](C)[C@@H](O)[C@@H](C)[C@H](OC(C)=O)[C@@H]1C	103	104	94	105	.	102	95	99	95
CN(C(=S)S(=O)(=O)C12CC3CC(CC(C3)C1)C2)c1ccccc1	90	104	99	8.0*	111	94	74	99	100
CC(Br)C(O)c1cc2c(cc1Br)OCO2 (centres undefined)	108	105	109	.	104	109	109	127	118
CCc1ccccc1-n1c(N)c(C#N)c(-c2ccc(Cl)cc2)c(C#N)c1=O	108	93	111	87	113	107	107	127	108
CC(=O)c1ccc(NC(=O)C(=O)c2c[nH]c3ccccc23)cc1	136	102	106	116	113	111	119	65	104
C=CCOc1ccccc1C(=O)OC	100	106	104	120	108	110	147	86	118
O=C1C=CC(=O)N1C1c2ccccc2-c2ccccc21	109	110	100	99	81	58	35	94	96
CC(=O)c1sc(-c2cccc(C)c2)cc1O	106	96	111	111	110	103	112	108	95
COc1cc2ccc(C(C)=O)c(O)c2cc1OC	94	104	96	116	110	94	108	81	113
COc1ccc(/C=C2/NC(=S)N(c3ccccc3)C2=O)cc1	110	90	101	99	99	107	113	92	.
O=C(O)c1ccc(NC(=O)c2cccc(Nc3ccnc(C(F)(F)F)c3)c2)cc1	103	98	99	106	103	103	104	106	105
CCN(CC)c1ccc(/C=C2/NC(=O)NC2=O)cc1	33	77	80	47	50	71	19	24	34
CCCCN(CC(O)CNc1cc(OC)cc2cccnc12)C(C)CC (centres undefined)	93	48	86	88	.	76	77	84	77
CCOC(=O)CSc1nc2ccccc2c(=O)n1-c1cc(C)ccc1Cl	109	96	101	99	.	106	110	96	111
CCCN(c1ccc(Cl)cc1)c1nc(-c2ccc([N+](=O)[O-])cc2)cs1	100	88	98	87	115	93	100	80	100
CC(C)(C)c1ccc(S(=O)(=O)OCC(=O)Nc2cccc(C(=O)O)c2O)cc1	106	87	103	105	97	109	119	87	113
Cc1c(C(=O)N[C@@H](Cc2ccccc2)C(O)C(=O)NCCc2ccccn2)[nH]c2ccccc2c1=O (some centres undefined)	100	105	103	104	105	103	106	85	104
CCCCCCCCn1ccc2cc(NC(=O)Cn3cc(-c4ccc(F)cc4)nn3)ccc21	105	100	95	94	98	101	116	101	105
C=C(C)[C@@H]1CC[C@]2(C=NCCCNCCCCNCCCN)CC[C@]3(C)[C@H](CC[C@@H]4[C@@]5(C)CCCNC(C)(C)[C@@H]5CC[C@]43C)[C@@H]12	112	102	84	112	110	105	106	96	96
Cc1ccc2ccccc2c1CC(=O)O	86	.	95	111	107	92	102	68	105
Cc1ccc(-c2cn3[nH]c(N)c(N=Nc4ccc(S(N)(=O)=O)cc4)c3n2)cc1	77	54	53	20	44	21	64	13	23
c1ccc(CNn2nnc3ccccc32)cc1	108	87	105	104	104	114	106	98	102
Nc1nc(=S)c2ncn(C3CCCCC3)c2[nH]1	105	107	106	100	107	105	129	87	108

Another view of part of the listing above:
CCOC(=O)CSc1nc2ccccc2c(=O)n1-c1cc(C)ccc1Cl
  OVCAR-5: 109
  OVCAR-4: 96
  OVCAR-8: 101
  IGROV1: 99
  RXF 393: .
  ACHN: 106
  OVCAR-3: 110
  A498: 96
  SK-OV-3: 111

CN(C(=S)S(=O)(=O)C12CC3CC(CC(C3)C1)C2)c1ccccc1
  OVCAR-5: 90
  OVCAR-4: 104
  OVCAR-8: 99
  IGROV1: 8.0*
  RXF 393: 111
  ACHN: 94
  OVCAR-3: 74
  A498: 99
  SK-OV-3: 100

CCCCCCCCn1ccc2cc(NC(=O)Cn3cc(-c4ccc(F)cc4)nn3)ccc21
  OVCAR-5: 105
  OVCAR-4: 100
  OVCAR-8: 95
  IGROV1: 94
  RXF 393: 98
  ACHN: 101
  OVCAR-3: 116
  A498: 101
  SK-OV-3: 105

Cc1c(C(=O)N[C@@H](Cc2ccccc2)C(O)C(=O)NCCc2ccccn2)[nH]c2ccccc2c1=O (some centres undefined)
  OVCAR-5: 100
  OVCAR-4: 105
  OVCAR-8: 103
  IGROV1: 104
  RXF 393: 105
  ACHN: 103
  OVCAR-3: 106
  A498: 85
  SK-OV-3: 104

Structures listed so far that have a Cl atom (4):
SMILES	OVCAR-5	OVCAR-4	OVCAR-8	IGROV1	RXF 393	ACHN	OVCAR-3	A498	SK-OV-3
Cc1ccc(CCNc2ncnc(Cl)c2N)cc1	96&95	59&54	52&83	90&121	96&100	79&77	72&96	64&62	102&90
CCc1ccccc1-n1c(N)c(C#N)c(-c2ccc(Cl)cc2)c(C#N)c1=O	108	93	111	87	113	107	107	127	108
CCOC(=O)CSc1nc2ccccc2c(=O)n1-c1cc(C)ccc1Cl	109	96	101	99	.	106	110	96	111
CCCN(c1ccc(Cl)cc1)c1nc(-c2ccc([N+](=O)[O-])cc2)cs1	100	88	98	87	115	93	100	80	100

(more compounds)
SMILES	OVCAR-5	OVCAR-4	OVCAR-8	IGROV1	RXF 393	ACHN	OVCAR-3	A498	SK-OV-3
CCOC(=O)N1CCc2c(sc3nc4nc[nH]n4c(=O)c23)C1	110	109	103	91	104	103	105	82	97
COC(=O)CCCC1CCC(CCCC(=O)OC)CC1 (centres undefined)	113	96	99	84	119	100	102	101	112
C1CCC(N2CN3c4nonc4N4CN(C5CCCCC5)CN5c6nonc6N(C2)C3C45)CC1 (centres undefined)	102	89	96	104	103	103	101	93	109
CC1(C)CC(=O)C2=C(C1)OC(C(=O)c1ccccc1)C2c1cccc(Oc2ccccc2)c1 (centres undefined)	89	29	48	89	43	33	64	50	64
CCCCSc1nc(Nc2ccc(S(N)(=O)=O)cc2)c(C#N)c(-c2ccc(Cl)cc2)n1	52	2.7*	-2.5*	37	17	-67*	54	108	30
Cc1nc2ccccc2c(/C=C/c2ccccc2)c1C(=O)/C=C/c1cccs1	88	65	70	47	85	74	85	32	68
COc1ccc(/C=C(\C#N)n2nnc3cc(F)c(F)cc32)cc1	56	74	70	40	86	55	22	76	70
CC(=O)OC1CCC2(C)C(CCC3C2C/C(=N\O)C2(C)C(C(C)OC(C)=O)CCC32)C1 (centres undefined)	93	90	93	117	100	90	104	109	101
CCOC(=O)c1c(C)c2c(n1C)CSc1cc(C#N)c(=O)[nH]c1-2	104[100 µM]	92[100 µM]	103[100 µM]	85[100 µM]	113[100 µM]	103[100 µM]	93[100 µM]	88[100 µM]	81[100 µM]
O=C(COc1ccccc1C(F)(F)F)Nc1cc(O)c2c(=O)cc(-c3ccccc3)oc2c1	102	98	95	99	96	90	108	90	101
ClCC(Cl)[C@@H]1CC2C=CC1C2 (some centres undefined)	110	104	96	114	105	108	119	80	111
COc1ccc(C/C(C)=C(\c2ccc(Cl)cc2)c2ccc(OCCN3CCCCC3)cc2)cc1	81	102	95	100	85	92	114	120	103
O=C(CCCCCCN1CC(=O)N2[C@H](c3cc(Br)cs3)c3[nH]c4ccccc4c3C[C@H]2C1=O)NO	38	63	28	41	19	48	38	59	62
CCCCOC(=O)C=O	116	102	105	98	109	103	105	94	106
O=C(O)c1ccc(S(=O)(=O)N/N=C/c2c[nH]c3ccccc23)cc1	89	104	96	110	.	90	105	77	115
CCOC(=S)Nc1ccccc1	95	116	93	100	111	105	109	96	105
O=c1oc2ccc(F)cc2c(=O)n1-c1ccc(I)cc1F	22	12	8.6*	17	-1.5*	1.6*	8.0*	-61*	-4.1*
CN(C)Cc1ccc([N+](=O)[O-])cc1	89	87	96	112	104	102	104	73	103
Nc1ncc(-c2ccc(NS(=O)(=O)c3ccccc3)cc2)[nH]1	93	100	95	106	105	97	.	104	102
Clc1cccc(Cl)c1Cn1c(-c2cccs2)nc2ccccc21	113	86	97	88	101	109	89	100	95
COC(=O)c1ccc2ccc3ccccc3c2c1	95	93	103	84	108	94	98	64	100
CN(C)C(=O)c1ccncc1	112	108	102	95	106	105	112	106	100
CC(=O)Oc1cccc2ccccc12	115	112	103	97	118	105	97	100	102
Fc1ccc(C(F)(F)F)cc1	96	122	107	121	120	94	125	101	112
CC(=O)Cn1cnc2sc(C(N)=O)c(C)c2c1=O	105	121	109	37	103	111	182	97	105
Following part.
SMILES	OVCAR-5	OVCAR-4	OVCAR-8	IGROV1	RXF 393	ACHN	OVCAR-3	A498	SK-OV-3
CSc1ncnc2nc[nH]c12	102	108	102	.	88	103	122	119	.
c1ccc(CNCc2ccc[nH]2)cc1	112	109	102	102	100	110	113	88	107
N#CC(CCc1nc(N)nc(N)n1)(CCc1nc(N)nc(N)n1)c1ccccc1	82	98	102	104	112	104	114	.	99
O=C(OCc1ccccc1Cl)OCc1ccccc1Cl	98	.	93	116	109	103	107	103	97
CCOC(=O)CNC(c1ccccc1)(c1ccccc1)c1ccccc1	86	95	107	93	100	83	107	104	110
COc1ccccc1/C=C/C1=C(C)CCC(c2ccccc2OC)C1C (centres undefined)	29	43	20	-49*	28	13	-22*	-4.1*	33
O=C1/C(=C/c2ccc(Oc3ccnc(N4CCOCC4)n3)cc2)CC/C1=C\c1ccc(Oc2ccnc(N3CCOCC3)n2)cc1	114	62	69	56	.	69	91	57	90
COc1ccc(C2=C(Nc3ccc(C(=O)Nc4ccc(Cl)cc4)cc3)C(=O)NC2=O)cc1	85	85	81	96	77	80	91	77	64
CSc1nc(-c2ccccc2)cc(=O)[nH]1	101	110	97	74	119	76	94	119	102
O=C(O)c1cn(C2CC2)c2cc(N3CCN(Cc4nc5c(cnn5-c5ccc([N+](=O)[O-])cc5)c(=O)[nH]4)CC3)c(F)cc2c1=O	103	92	100	94	107	103	112	101	105
CCN(Cc1ccc(CN(CC)C(=O)C(Cl)(Cl)Cl)cc1)C(=O)C(Cl)(Cl)Cl	101	75	90	95	101	91	74	83	91
CCCCOC(=O)/C=C\C(=O)OCCCC	99	98	101	102	119	107	112	81	101
Cc1ccc2nc(CCS)[nH]c2c1	108	117	112	108	106	113	125	88	116
C(=C/c1nc2ccccc2nc1CCN1CCCCC1)/c1ccc2c(c1)OCO2	88	81	85	74	.	90	91	86	102
CC(C)(C)c1[nH]nc2c1C(c1cc3ccccc3[nH]c1=O)Nc1cc(C(=O)Nc3ccc(Cl)cc3)ccc1N2 (centres undefined)	114	32	75	60	44	84	58	66	91
CN1CCc2c(sc3ncnc(N/N=C/c4cn(-c5ccccc5)nc4-c4ccc(Br)cc4)c23)C1	48	51	4.4*	57	84	66	4.8*	95	107
CC(=O)c1ccc(NC(=O)CSc2nc3c([nH]2)c(=O)n(C)c(=O)n3C)cc1	94	102	113	102	.	103	101	96	103
CN(Cc1ccccc1)c1nc(Cl)c(C2CC(c3ccc4c(c3)OCO4)=NN2C=O)s1 (centres undefined)	102	89	101	84	93	99	92	104	108

From PubChem BioAssay
